NSD2 inh: NSD2 histone methyltransferase inhibitors, primary screen, biochemical, AlphaScreen, single concentration, set 2; inhibition, % at 12.5 µM; hit rate 0.54% among 310,000; NSD2 peptide methylation, 120 min; AID 743445, 2014; in the data active = inhibition above about 50%
MITF TRPM1 HTS: activators of MITF-driven TRPM1 promoter reporter, primary screen, cell-based, SK-MEL-5, luciferase, single point; AID 588334, 2011; hit rate 0.75% among 300,000; SK-MEL-5 TRPM1-promoter luciferase, 24 h; % of positive control, neutral wells = 0; activation, % at 12.5 µM;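 active = mean activation of at least 80% with every replicate also reaching 80%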;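 also: 0% = neutral control wells and 100% = parthenolide positive control wells; values of inactives mirror those of a sister screen read the other way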
SUMO Mot1 rescue: yeast Mot1-301 growth rescue at high temperature, primary screen, SUMOylation pathway inhibitor project, S. cerevisiae, ATP luminescence, 38.5C; S. cerevisiae Mot1-301 growth rescue; percent above DMSO median, 100 means doubled; growth rescue, % at 18.8 µM; hit rate 1% among 320,000; AID 2716, 2010;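 active = every valid replicate shows activation above 250% relative to neutral control wells; inactive = the rest, any valid replicate at or below 250%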;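 also: OY570 slx delta 5 strain wells were the positive control but not used for scaling; some compounds called inactive have numbers as strong as hits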
CDK5 p35 inh: inhibitors of human CDK5/p35 kinase, primary screen, biochemical, single concentration; inhibition, % at 10 µM; hit rate 0.01% among 330,000; Recombinant CDK5/p35, ADP-Glo luminescence, 60 min;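 active = highest replicate inhibition of at least 50% and at least 75% of replicates reaching 50%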;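 also: plate controls were DMSO neutral control for no effect and GW8510 at 10 µM for full effect; many of its hits are not listed in these tables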
Pemphigus Ab inh: inhibitors of pemphigus antibody binding to DSG3, primary screen, biochemical, bead-based, flow cytometry, scFv-GFP; Desmoglein-3 (Homo sapiens), P32926; DSG3-coupled beads, scFv-anti-DSG3-GFP binding; stronger effect = lower value; binding (percent of control), % at 10 µM; hit rate 0.48% among 310,000; AID 588358, 2011;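 active = binding more than 3 SD below its plate's average and above zero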; also: some compounds called inactive have numbers as strong as hits
PKA-R1A act: activators of PKA-R1A holoenzyme, primary screen, biochemical, fluorescence polarization, Cy5-IP20, bovine R1A, mouse PKAc; activation, % at 11.4 µM; AID 504707, 2011; PKA-R1A dissociation; scaled: DMSO 0%, 113 µM cGMP 100%; hit rate 0.083% among 340,000; cAMP-dependent protein kinase type I-alpha regulatory subunit (Bos taurus) + …;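 active = percent activation above the mean of all tested compounds plus 3 SD, cut at about 19% in these data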;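 also: higher means more PKAc released from R1A so a rise in polarization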
PKA-R2B act: activators of PKA-R2B holoenzyme, primary screen, biochemical, fluorescence polarization, Cy5-IP20, human; cAMP-dependent protein kinase catalytic subunit beta (Homo sapiens) + cAMP-dependent …; PKA-R2B holoenzyme dissociation; R2B truncated from residue 108, S112A mutant; 0% DMSO only, 100% 113 µM cGMP; activation, % at 11.4 µM; hit rate 0.079% among 340,000; AID 504700, 2011;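 active = activation above a cutoff set at the mean over all compounds plus 3 SD, cut at about 18% in these data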;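 also: higher means more holoenzyme dissociation and a rise in polarization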
Target sequence (P31323 whole entry, looked up, other chains not shown, the tested form may be a part): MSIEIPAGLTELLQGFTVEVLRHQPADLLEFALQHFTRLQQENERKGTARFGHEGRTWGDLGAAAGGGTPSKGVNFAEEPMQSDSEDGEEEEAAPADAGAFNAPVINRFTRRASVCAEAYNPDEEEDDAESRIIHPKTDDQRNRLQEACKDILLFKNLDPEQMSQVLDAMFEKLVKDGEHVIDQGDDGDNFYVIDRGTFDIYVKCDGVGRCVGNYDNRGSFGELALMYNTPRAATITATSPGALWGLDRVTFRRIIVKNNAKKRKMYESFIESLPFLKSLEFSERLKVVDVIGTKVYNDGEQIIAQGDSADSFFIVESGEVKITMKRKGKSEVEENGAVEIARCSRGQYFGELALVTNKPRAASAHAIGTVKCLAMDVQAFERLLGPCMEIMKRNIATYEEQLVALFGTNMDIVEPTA
SR-BI uptake up: activators of SR-BI mediated DiI-HDL uptake, primary screen, ldlA[mSR-BI] CHO cells, DiI fluorescence. 3 h; 100 = double the neutral-control signal. activation, % at 12.5 µM. hit rate 0.096% among 320,000;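 active = mean replicate activation of at least 60% and every replicate at or above 60%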;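 also: 0% = median plate neutral-control signal and 100% = twice that signal; values of inactives mirror those of a sister screen read the other way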
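Material – SR-BI-overexpressing, LDLR-lacking CHO cells · Medium – BSA-supplemented, HEPES-buffered Ham's F12, pH 7.4 · Doses – single concentration · Times – compound with DiI-HDL co-incubation, 3 h at 37 °C · Measured by – bottom-read fluorescence, 550/595 nm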
Arrestin-AP2 inh: inhibitors of beta-arrestin/AP2 binding, primary screen, biochemical, GPCR trafficking, flow cytometry; beta-arrestin 1 C-terminal peptide binding to AP2 beta2-adaptin appendage (human); FITC-arrestin peptide / GST-AP2 beads; AP2 beta2 appendage carries R879A mutation; hit rate 0.31% among 340,000; inhibition, % at 10 µM;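 active = inhibition above a set limit, near 3 SD of compounds lacking own fluorescence, cut at about 54% in these data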;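 also: plate controls were DMSO wells for no effect and 5 µM unlabelled arrestin peptide for full effect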
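System: GST-AP2 R879A glutathione beads. Medium: PBS with 0.05% Tween 20 and 0.1% BSA. Also added: FITC-arrestin peptide, 50 nM. Incubation: 12 min plus 1 h, RT. Measured by: high-throughput flow cytometry of beads, ex 488, em 535 nm. Evaluation: percent drop in bead-associated FITC signal.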
dFosB act: activators of delta FosB homodimer, primary screen, biochemical, fluorescence polarization, TAMRA-CDK5 oligo, single point; Protein FosB (Mus musculus), P13346; purified delta FosB; percent of positive-control signal above neutral wells; activation, % at 25 µM; hit rate 0.99% among 340,000; AID 493131, 2011;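 active = mean activation above about 17%, with every replicate also reaching it, limit read from the data, passing the limit was not always enough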;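 also: fluorescence polarization rise as delta FosB binds a TAMRA Cdk5 AP-1 oligo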
SR-BI HDL uptake: inhibitors of SR-BI mediated HDL lipid uptake, primary screen, ldlA[mSR-BI] cells, fluorescence, single point; Scavenger receptor class B member 1 (Mus musculus), Q61009; ldlA[mSR-BI] CHO cells, DiI-HDL uptake fluorescence, 3 h; inhibition, % at 12.5 µM; hit rate 0.96% among 320,000; AID 488896, 2010;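 active = mean replicate inhibition of at least 70% and a set share of replicates each scoring 70 or more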;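 also: 0% = median of neutral control wells and 100% = median of positive control wells; values of inactives mirror those of a sister screen read the other way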
Target sequence (Q61009 whole entry, looked up): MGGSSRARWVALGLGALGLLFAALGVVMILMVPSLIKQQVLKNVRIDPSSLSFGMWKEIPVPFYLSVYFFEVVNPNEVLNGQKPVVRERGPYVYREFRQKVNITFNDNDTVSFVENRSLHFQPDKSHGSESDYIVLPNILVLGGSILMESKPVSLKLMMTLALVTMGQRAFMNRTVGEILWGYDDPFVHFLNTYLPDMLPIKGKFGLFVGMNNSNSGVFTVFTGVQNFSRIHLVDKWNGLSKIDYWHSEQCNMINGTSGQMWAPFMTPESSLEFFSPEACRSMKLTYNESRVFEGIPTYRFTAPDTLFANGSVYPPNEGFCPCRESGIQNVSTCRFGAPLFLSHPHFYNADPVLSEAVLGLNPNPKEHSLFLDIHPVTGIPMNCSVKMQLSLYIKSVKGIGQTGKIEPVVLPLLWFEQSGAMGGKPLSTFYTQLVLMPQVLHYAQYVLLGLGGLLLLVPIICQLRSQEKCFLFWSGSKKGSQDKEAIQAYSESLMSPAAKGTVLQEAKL
* marks the source's active call; other numbers are inactive results; . = not tested or not shown.

1. COc1cccc(C(C#N)N2N=C(C)CC2(C)C)c1O (stereo not drawn)
2. CCCN1CCC(Oc2cccc(C(=O)NCCc3ccccc3)c2)CC1
3. Cc1ccccc1CS(=O)(=O)Cc1ccc(C(=O)NC2CCCCC2)o1
4. CCOC(=O)C(CSCc1ccccc1)NC(=O)OC(C)(C)C (stereo not drawn)
5. O=S(=O)(N1CCCCC1)n1nnc2ccccc21
6. COc1ccc(Nc2cc(Sc3ccc(OC)cc3)ncn2)cc1

| Assay by compound | 1 | 2 | 3 | 4 | 5 | 6 |
| --- | --- | --- | --- | --- | --- | --- |
| NSD2 inh | -1.0 | 17.0 | 0.3 | -3.4 | -4.0 | -1.0 |
| MITF TRPM1 HTS | 5.0 | 43.7 | -7.5 | -3.2 | -10.3 | -2.0 |
| SUMO Mot1 rescue | 4.7 | 13.5 | 2.5 | -2.0 | -15.7 | 97.8 |
| CDK5 p35 inh | 0.5 | -4.4 | 1.4 | -1.4 | -4.8 | 7.0 |
| Pemphigus Ab inh | 88.9 | 108.3 | 99.7 | 107.3 | 101.5 | 99.5 |
| PKA-R1A act | -7.6 | 8.3 | -1.7 | -0.2 | 1.5 | 10.1 |
| PKA-R2B act | -16.4 | -5.0 | 7.2 | 1.7 | 2.9 | -1.9 |
| SR-BI uptake up | 19.4 | 3.4 | 4.9 | 12.7 | 2.6 | 3.0 |
| Arrestin-AP2 inh | 32.5 | 2.5 | 3.4 | 5.6 | 6.4 | -9.7 |
| dFosB act | -9.0 | -6.1 | -8.0 | 3.3 | -0.1 | -16.1 |
| SR-BI HDL uptake | -19.4 | -3.4 | -4.9 | -12.7 | -2.6 | -3.0 |

7. Cn1nnnc1SCC(=O)N1CCN(S(=O)(=O)c2ccccc2)CC1
8. O=C(NNC(=O)c1ccc(Cl)c(Cl)c1)c1cccnc1
9. Cn1nccc1/C=C(/C#N)S(=O)(=O)c1ccccc1
10. CCCCCC(=O)O/N=C(\C)c1ccn(S(=O)(=O)c2ccccc2)c1
11. Cn1c(SCC(=O)Nc2sccc2C#N)nnc1C1CC1
12. CCCN1CCC(=O)N([C@H](CN=[N+]=[N-])Cc2ccccc2)CC1

| Assay by compound | 7 | 8 | 9 | 10 | 11 | 12 |
| --- | --- | --- | --- | --- | --- | --- |
| NSD2 inh | -3.3 | 0.1 | -9.3 | -3.4 | 1.1 | . |
| MITF TRPM1 HTS | -10.3 | 10.9 | . | -20.1 | -7.8 | -4.8 |
| SUMO Mot1 rescue | -2.9 | -15.2 | -19.4 | 1.6 | -20.1 | 2.8 |
| CDK5 p35 inh | 1.8 | -1.8 | -1.7 | -1.3 | 0.4 | -1.2 |
| Pemphigus Ab inh | 110.0 | 89.8 | . | 123.7 | 103.8 | 104.6 |
| PKA-R1A act | -2.6 | -0.8 | -6.9 | -19.9 | -1.0 | 9.2 |
| PKA-R2B act | 11.9 | 1.0 | -2.8 | -9.3 | 3.2 | -13.5 |
| SR-BI uptake up | -16.1 | 23.8 | -8.3 | -17.9 | 3.3 | 19.7 |
| Arrestin-AP2 inh | 5.1 | -6.8 | -12.0 | -15.5 | -4.8 | 23.2 |
| dFosB act | 1.6 | -7.2 | -9.2 | -8.8 | -2.3 | 0.2 |
| SR-BI HDL uptake | 16.1 | -23.8 | 8.3 | 17.9 | -3.3 | -19.7 |

Record cards, as listed above:
Listed for COc1cccc(C(C#N)N2N=C(C)CC2(C)C)c1O (stereo not drawn) → NSD2 inh: -1.0; MITF TRPM1 HTS: 5.0; SUMO Mot1 rescue: 4.7; CDK5 p35 inh: 0.5; Pemphigus Ab inh: 88.9; PKA-R1A act: -7.6; PKA-R2B act: -16.4; SR-BI uptake up: 19.4; Arrestin-AP2 inh: 32.5; dFosB act: -9.0; SR-BI HDL uptake: -19.4
Listed for COc1ccc(Nc2cc(Sc3ccc(OC)cc3)ncn2)cc1 → NSD2 inh: -1.0; MITF TRPM1 HTS: -2.0; SUMO Mot1 rescue: 97.8; CDK5 p35 inh: 7.0; Pemphigus Ab inh: 99.5; PKA-R1A act: 10.1; PKA-R2B act: -1.9; SR-BI uptake up: 3.0; Arrestin-AP2 inh: -9.7; dFosB act: -16.1; SR-BI HDL uptake: -3.0
Listed for O=S(=O)(N1CCCCC1)n1nnc2ccccc21 → NSD2 inh: -4.0; MITF TRPM1 HTS: -10.3; SUMO Mot1 rescue: -15.7; CDK5 p35 inh: -4.8; Pemphigus Ab inh: 101.5; PKA-R1A act: 1.5; PKA-R2B act: 2.9; SR-BI uptake up: 2.6; Arrestin-AP2 inh: 6.4; dFosB act: -0.1; SR-BI HDL uptake: -2.6

The list continues:
13. CCCCOC(=O)Nc1ccc(S(=O)(=O)Nn2cnnc2)cc1
14. CCc1cc2cccc(C)c2nc1SCC(=O)N1CCN(C(=O)c2ccco2)CC1
15. O=C(COc1cccnc1[N+](=O)[O-])Nc1ccccc1Sc1ccccc1
16. COCCN(CC(=O)Nc1ccc(F)cc1)S(=O)(=O)c1ccc(S(=O)(=O)N2CCCC2)cc1
17. N#Cc1ccc(C(=O)OCCCc2cc3ccccc3c(=O)o2)cc1
18. C/C(CC(=O)Nc1ccc2c(c1)OCCO2)=N\NC(=O)C(=O)Nc1ccccc1C
19. Cc1cc(C)c2c(N)c(C(=O)Nc3ncc(C)s3)sc2n1
20. Cc1ccc(C(=O)OCC(=O)N2C(C)CCCC2C)cc1S(=O)(=O)N1CCOCC1 (stereo not drawn)
21. Cc1ccccc1CSCC(=O)c1c(N)n(CC(C)C)c(=O)n(C)c1=O

| Assay by compound | 13 | 14 | 15 | 16 | 17 | 18 | 19 | 20 | 21 |
| --- | --- | --- | --- | --- | --- | --- | --- | --- | --- |
| NSD2 inh | -0.5 | 1.4 | -1.9 | 10.8 | . | 1.8 | 0.2 | -2.6 | 1.4 |
| MITF TRPM1 HTS | -10.8 | -10.0 | -5.9 | 5.1 | -11.8 | 5.0 | -86.5 | 5.7 | -17.8 |
| SUMO Mot1 rescue | 3.4 | -1.1 | -4.1 | 4.4 | 6.6 | -3.0 | -10.8 | 9.5 | -14.3 |
| CDK5 p35 inh | -1.2 | -1.0 | 1.6 | 0.7 | -0.8 | -1.4 | -0.1 | 0.7 | -1.5 |
| Pemphigus Ab inh | 98.6 | 98.1 | 98.3 | 84.5 | 98.4 | 108.5 | 105.2 | 95.0 | 104.6 |
| PKA-R1A act | -3.3 | -15.0 | 2.0 | 14.2 | 4.1 | -4.3 | -4.6 | 0.0 | 6.2 |
| PKA-R2B act | -2.1 | -2.5 | -1.1 | -9.6 | -10.3 | 6.5 | -4.1 | -0.7 | -5.3 |
| SR-BI uptake up | 19.1 | -3.2 | -16.3 | -26.1 | 4.9 | 16.2 | -38.4 | 0.0 | -22.2 |
| Arrestin-AP2 inh | 4.6 | 1.3 | 24.7 | -2.5 | -7.6 | 12.9 | -2.2 | -6.0 | 23.6 |
| dFosB act | -2.4 | -10.2 | -4.7 | 2.4 | -2.1 | -9.0 | -4.3 | -2.5 | -7.2 |
| SR-BI HDL uptake | -19.1 | 3.2 | 16.3 | 26.1 | -4.9 | -16.2 | 38.4 | 0.0 | 22.2 |

Structures shown so far that contain a furan ring, fused or not, in the order listed:
3. Cc1ccccc1CS(=O)(=O)Cc1ccc(C(=O)NC2CCCCC2)o1
14. CCc1cc2cccc(C)c2nc1SCC(=O)N1CCN(C(=O)c2ccco2)CC1

| Assay by compound | 3 | 14 |
| --- | --- | --- |
| NSD2 inh | 0.3 | 1.4 |
| MITF TRPM1 HTS | -7.5 | -10.0 |
| SUMO Mot1 rescue | 2.5 | -1.1 |
| CDK5 p35 inh | 1.4 | -1.0 |
| Pemphigus Ab inh | 99.7 | 98.1 |
| PKA-R1A act | -1.7 | -15.0 |
| PKA-R2B act | 7.2 | -2.5 |
| SR-BI uptake up | 4.9 | -3.2 |
| Arrestin-AP2 inh | 3.4 | 1.3 |
| dFosB act | -8.0 | -10.2 |
| SR-BI HDL uptake | -4.9 | 3.2 |

Source: PubChem BioAssay
